Compound activity as filed in PubChem BioAssay.
NCI-60 one-dose screen, 48 h, at 10 µM unless noted. Numbers give growth in % (100 = growth as untreated, 0 = no growth, -100 = all killed).
HCC-2998 – HCC-2998 colon cancer; 4.7% of 79,000 active
KM12 – KM12 colon cancer cells | 5% of 82,000 active
SNB-19 – SNB-19 CNS cancer cells. 2.5% of 81,000 active. AID 1794751
SNB-75 – SNB-75 CNS cancer; 5% of 79,000 active; AID 1794750
SF-268 – SF-268 CNS cancer cells; 3.1% of 82,000 active; AID 1794759
SF-295 – SF-295 CNS cancer cells. 5.6% of 79,000 active
HCT-116 – HCT-116 colon cancer; 7.3% of 82,000 active; AID 1794798
U251 – U251 CNS tumor cells; 5.4% of 80,000 active; AID 1794753
* = called active by the depositor. How the source made its calls: active means growth percent below 10; inactive means the rest. An excerpt; count on the stated rates, not on these rows.

How did CC[C@@H]1C(=O)OC[C@@H]1Cc1cncn1C do in these assays?
HCC-2998: 102; KM12: 106; SNB-19: 102; SNB-75: 100; SF-268: 105; SF-295: 101; HCT-116: 104; U251: 101
